RBX1-CUL1 inh = inhibitors of human ROC1-CUL1 ubiquitin ligase activity; inhibition, % at 10 µM; in vitro K48 di-Ub FRET, acceptor:donor ratio, 45 min; actives 0.6% (n = 140,000); P62877+Q13616; AID 1347404; in the data active = inhibition above about 25%
Target sequence (P62877 whole entry, looked up): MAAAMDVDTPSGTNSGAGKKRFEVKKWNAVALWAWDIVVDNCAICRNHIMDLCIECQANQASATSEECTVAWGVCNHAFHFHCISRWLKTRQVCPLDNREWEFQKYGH
Target sequence (Q13616 whole entry, looked up): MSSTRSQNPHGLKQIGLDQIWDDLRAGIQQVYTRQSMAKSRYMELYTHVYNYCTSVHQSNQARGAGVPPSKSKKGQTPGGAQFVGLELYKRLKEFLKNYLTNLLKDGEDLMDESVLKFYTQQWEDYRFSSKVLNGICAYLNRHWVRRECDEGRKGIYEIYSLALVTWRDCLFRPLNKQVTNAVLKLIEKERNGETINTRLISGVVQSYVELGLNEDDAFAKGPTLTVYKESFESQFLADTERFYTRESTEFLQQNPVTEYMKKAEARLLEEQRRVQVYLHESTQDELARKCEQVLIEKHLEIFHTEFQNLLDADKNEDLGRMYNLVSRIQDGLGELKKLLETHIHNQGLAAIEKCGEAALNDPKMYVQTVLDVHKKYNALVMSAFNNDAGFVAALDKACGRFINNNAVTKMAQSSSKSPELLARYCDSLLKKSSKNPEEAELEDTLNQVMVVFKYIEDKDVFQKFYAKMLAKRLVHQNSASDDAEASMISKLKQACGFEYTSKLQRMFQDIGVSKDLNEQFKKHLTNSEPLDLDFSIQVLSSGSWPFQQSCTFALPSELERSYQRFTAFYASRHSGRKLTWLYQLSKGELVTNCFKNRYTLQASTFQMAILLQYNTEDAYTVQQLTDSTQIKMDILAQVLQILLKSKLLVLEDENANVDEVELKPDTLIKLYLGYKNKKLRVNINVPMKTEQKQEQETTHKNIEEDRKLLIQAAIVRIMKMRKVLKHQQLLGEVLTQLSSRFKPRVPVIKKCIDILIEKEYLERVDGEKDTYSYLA
* marks the source's active call; other numbers are inactive results. Only part of the results is shown, so the mix of outcomes need not match the whole.

SMILES	RBX1-CUL1 inh
CN1CCC(C2c3ccccc3CCc3sccc32)CC1 (stereo unspecified)	16
CCCCCCCCOc1ccc(-c2ccc(C(=O)OC(C)CCC)cc2)cc1 (stereo unspecified)	-8
CCN1C(=O)N(CC)C2C1N(C(C)=O)C(=O)N2C(C)=O (stereo unspecified)	-8
CCOC(=O)c1ccc(NC(=O)CC2C(=O)N(c3ccc(C)cc3)C(=O)N2C2CCCCC2)cc1 (stereo unspecified)	-2
CCc1ccc(N2C(=O)CC(c3cc(OC)ccc3OC)C3=C2COC3=O)cc1 (stereo unspecified)	-2
COc1ccccc1C(=O)n1nc(-c2cccnc2)nc1NCc1ccccc1	-1
COc1ccccc1N1C(=O)c2ccc(S(=O)(=O)c3ccc(C(=O)O)cc3)cc2C1=O	2
Cc1nc2c(C(=O)NCCc3ccccc3)c[nH]n2c(=O)c1Cc1ccccc1F	-2
Cc1nn(C(C)C(=O)Nc2cc(Cl)ccc2Cl)c(C)c1[N+](=O)[O-] (stereo unspecified)	0
COc1ccc(-c2cc(=Nc3ccc(C)cc3)ss2)cc1	2
Cc1csc(NC(=O)C(C)Oc2ccc(Br)cc2Br)n1 (stereo unspecified)	2
CNc1ccccc1C(=O)OCC(=O)c1ccc(Br)cc1	-6
COCCN1C(=O)CC(CC(=O)N2CCCC(C(=O)c3ccccc3)C2)(c2ccccc2OC)C1=O (stereo unspecified)	6
O=C(COc1ccc(Cl)cc1Cl)N(Cc1ccc(Br)cc1)c1ccccc1I	-10
N#CC1=C(/C=C/c2ccccc2)C2CCCC2=NC1=S (stereo unspecified)	5
CC1CC=C2C(C#N)C(=N)C(C#N)(C#N)[C@H](c3ccc4c(c3)OCO4)[C@H]2C1 (stereo partly specified)	-1
CCOC(=O)C1(CCOC)CCCN(CC2=Cc3cc(OC)ccc3OC2)C1 (stereo unspecified)	0
Cc1ccccc1NC(=S)NNC(=O)c1nnn(-c2ccccc2)c1C	3
CCn1c(CSCc2ccc(Cl)cc2)nnc1SCC(=O)Nc1nccs1	-2
O=C(CNC(=O)c1ccccc1)Oc1c(Cl)cc(Cl)cc1Cl	6
Fc1cccc(C2(CNc3ccc4[nH]ncc4c3)CCOC2)c1 (stereo unspecified)	6
COc1nc(-n2nc(C)cc2C)nc(-n2nc(C)cc2C)n1	-10
CN(C(=O)c1cc(COc2cccc(F)c2)[nH]n1)C1CCOC1 (stereo unspecified)	3
Cc1c(C(=O)OC(C)C)sc(NC(=O)/C=C/c2ccc(Br)cc2)c1C#N	1
CC#CCCC(=O)Nc1ccc(C)cc1	2

Continuation:
SMILES	RBX1-CUL1 inh
Cc1ccc(S(=O)(=O)Nc2cc3c(cc2Cl)n(C)c(=O)c(=O)n3C)cc1	1
CC(C)c1nc(N2CCN(C(=O)Nc3ccccc3)CC2)c(C#N)c2c1COC(C)(C)C2	5
O=C(O)CC(Sc1c(-c2ccccc2)[nH]c2ccccc12)C(=O)O (stereo unspecified)	-7
CCc1nnc(N/N=C/c2cccc(C(F)(F)F)c2)n1N	2
COC(=O)C(NC(=O)COc1ccccc1)(Nc1nc2ccccc2s1)C(F)(F)F (stereo unspecified)	-11
Cc1[nH]n2c(=O)cc(C3CCCNCC3)nc2c1Cl (stereo unspecified)	1
COCCCNC(=S)N(Cc1cccnc1)Cc1cc2cc(C)ccc2[nH]c1=O	-8
Cc1ccc(N2CC(C(=O)Nc3ccc(Cl)cc3Cl)CC2=O)cc1 (stereo unspecified)	8
CC(/C=C1\SC(=S)N(c2ccc(C(=O)O)cc2)C1=O)=C\c1ccccc1	106*
COC(=O)CN1C(=O)CCN(c2ccccc2)C1=O	-10
CCOc1cc(C2Nc3ccccc3N=C3CC(c4cc(OC)c(OC)c(OC)c4)CC(=O)C32)cc(Cl)c1O (stereo unspecified)	-2
CCCCN1C(=O)C(=C/C=C/c2ccco2)C(=O)N(CCCC)C1=S	31*
Cc1ccc(C(=O)NNC(=O)CCCCC(=O)NNC(=O)c2ccc(C)cc2)cc1	-1
c1cc(-c2nn3cnnc3s2)ccn1	6
Clc1ccc(-c2ccc(CNCCSc3nnnn3-c3ccccc3)o2)cc1	0
CCOC(=O)c1ccc(NC(=O)C(Cc2ccccc2)NS(=O)(=O)c2ccc(Br)s2)cc1 (stereo unspecified)	-7
CCCCn1c(-c2ccccc2)nn(S(=O)(=O)c2ccc(Br)cc2)c1=O	0
Cc1ccsc1-c1nc(-c2ccccc2)c(-c2ccccc2)[nH]1	-3
CCNC(=O)NCc1cccnc1N1CCN(c2ccccc2OC)CC1	-1
O=C1C(Cc2c[nH]c3ccccc23)NC(=S)N1c1ccccc1 (stereo unspecified)	6
Clc1ccc(-c2nnc(-c3ccco3)nc2N2CCOCC2)cc1	-12
CCCN1CCN(CCCNC(=O)Cn2c(-c3cccs3)cc3ccccc32)CC1	6
Cc1ccc(C(=O)Nc2cccc(Cl)c2Cl)cc1C	-5
CCC1CCCCN1CC(=O)N1CCCc2c1c(=O)oc1ccc(OCc3ccccc3)cc21 (stereo unspecified)	1
COc1ccc(C(=O)Nc2ccc(C3(c4ccc(NC(=O)c5ccc(OC)cc5)cc4)c4ccccc4-c4ccccc43)cc2)cc1	-1

Next part.
SMILES	RBX1-CUL1 inh
NC(=O)c1cccnc1N1CCOC(Cc2ccccc2)C1 (stereo unspecified)	0
Cc1ccccc1CCNC(=O)c1ccc2c(c1)nc1n2CCOC1	0
Cc1cc(OCC(O)CN2CCN(c3ccccc3)CC2)cc(C)c1Cl (stereo unspecified)	4
Cc1sc2nc(N3CCOCC3)[nH]c(=O)c2c1-c1ccccc1	-2
COc1ccc(C2=Nc3nnnn3C(c3ccc(N(C)C)cc3)C2)cc1 (stereo unspecified)	5
O=C(Cn1c(=O)oc2cc(S(=O)(=O)N3CCCCCC3)ccc21)Nc1ccc(F)cc1F	1
CCOc1ccc(C(=O)Nc2cccc(OCc3cc(=O)n4ccccc4n3)c2)cc1	-5
CCn1c(NCc2ccc(OC)c(OC)c2)nc2ccccc21	-8
Cc1ccccc1C1CCN(CCNC2CCN(c3ccc(NC(=O)c4cnccn4)cc3)CC2)C1 (stereo unspecified)	9
Cn1c(=O)c2c(c3ccccc31)OC(C)(C)CC2	0
COc1ccccc1N1CCN(c2ncnc3onc(-c4ccc(F)cc4)c23)CC1	2
C=CCn1c(SCC(=O)Nc2ccc(C)c(C)c2)nc2scc(-c3ccccc3)c2c1=O	8
Cc1cc(NC(=O)c2cc(-c3ccc(Cl)cc3)nc3ccc(Br)cc23)no1	-11
COCCCNc1nc2nonc2nc1N1CCC(C(C)N2CCCC2)CC1 (stereo unspecified)	-4
CCC(C)(C)c1cc(N)c(O)c(C(=O)OC)c1	0
COc1cc2ncc3c(-c4ccc(C)cc4)nn(-c4ccc(F)cc4F)c3c2cc1OC	-2
Cc1cccc(-n2c(SCc3ccccc3F)nc3sc4c(c3c2=O)CCCC4)c1	-1
CCOc1cc(/C=C2/C(=O)N(c3ccc(Br)cc3)N=C2C)cc(Cl)c1O	1
Cc1nccn1CCCn1c(SCC(N)=O)nc2c(c1=O)CCCC2	-1
COc1ccc(-n2cc(CN3CCN(CCC(N)=O)CC3)c(-c3cccc(F)c3)n2)cc1	9
CCOC(=O)c1ccc(Oc2nc(Oc3ccc(C(=O)OCC)cc3)nc(Oc3ccccc3C(=O)OCC)n2)cc1	1
COc1ccccc1C(=O)Nc1sc(Nc2ccccc2)nc1C(N)=O	-2
COc1ccc(-c2nc(SCC(=O)NCCc3ccc(OC)c(OC)c3)n[nH]2)cc1	-15
COc1ccc(F)c(CN2CCCC3(CCN(C4CCOCC4)C3)C2=O)c1 (stereo unspecified)	-1
O=S(=O)(Nc1ccc(Br)cc1)c1ccc(I)cc1	-3

Quoted from the listing.
Fc1cccc(C2(CNc3ccc4[nH]ncc4c3)CCOC2)c1 (stereo unspecified) @ RBX1-CUL1 inh = 6
CCCCN1C(=O)C(=C/C=C/c2ccco2)C(=O)N(CCCC)C1=S @ RBX1-CUL1 inh = 31*

Sorted by value in RBX1-CUL1 inh (ascending): six of the compounds above.
SMILES	RBX1-CUL1 inh
CCn1c(NCc2ccc(OC)c(OC)c2)nc2ccccc21	-8
COCCCNc1nc2nonc2nc1N1CCC(C(C)N2CCCC2)CC1 (stereo unspecified)	-4
Cc1cccc(-n2c(SCc3ccccc3F)nc3sc4c(c3c2=O)CCCC4)c1	-1
Cc1cc(OCC(O)CN2CCN(c3ccccc3)CC2)cc(C)c1Cl (stereo unspecified)	4
COc1ccc(C2=Nc3nnnn3C(c3ccc(N(C)C)cc3)C2)cc1 (stereo unspecified)	5
COc1ccc(-n2cc(CN3CCN(CCC(N)=O)CC3)c(-c3cccc(F)c3)n2)cc1	9

Additional compounds
SMILES	RBX1-CUL1 inh
CCC(=O)Nc1nnc(SCC(=O)Nc2ccc(C)cc2)s1	6
COc1cccc(CNC(=O)c2cc(-c3cccc(OC)c3)n[nH]2)c1	-3
COc1ccc(C2C(C(=O)c3ccc(OC)c(C)c3)C(=O)C(=O)N2CCCN2CCOCC2)cc1 (stereo unspecified)	1
Cn1nnnc1SCC(=O)Nc1ccc(Br)cc1Cl	4
O=C(c1cc(-c2ccccc2)n[nH]1)N1CCC(n2c(CCc3ccccc3)nc3cccnc32)CC1	-7
CCCCNC(=O)c1oc2ccc(C)cc2c1C	5
CN1/C(=C/C=C/N=C(C#N)C#N)C(C)(C)c2ccccc21	2
CCc1ccccc1NC(=O)Cn1nc(C(F)(F)F)c2c1CCC2	5
COc1ccc(CCNC(=O)Cn2nc(C)n3c(cc4cc(F)ccc43)c2=O)cc1OC	-6
CN(Cc1ccccc1)C(=O)Cn1c(=O)c2cccn2c2ccc(F)cc21	1
N#CC1C(=N)Oc2c3c(c4ccccc4c2C1c1ccsc1)C(c1ccsc1)C(C#N)C(=N)O3 (stereo unspecified)	5
CC(NC(=O)COc1ccc(/C=N/NC(=O)C(=O)Nc2ccccc2Br)cc1)c1ccccc1 (stereo unspecified)	2
Cc1ccc(F)c(NC(=O)COC(=O)c2ccccc2N)c1	-7
O=C(O)c1cccc(NC(=O)c2cc3cc(Br)cc(Br)c3oc2=O)c1	1
Cc1sc(NC(=O)c2ccccc2)c(C(c2ccncc2)N2CCN(C)CC2)c1C (stereo unspecified)	-2
Cc1ccccc1CCC1CCCN(C(=O)c2ccc(CN(C)C)o2)C1 (stereo unspecified)	0
COc1cc(C)c(Cl)cc1S(=O)(=O)n1cnc(C)c1	-5
Cc1cc(C(F)(F)F)n2nc(N)c(N=Nc3ccccc3[N+](=O)[O-])c2n1	1
Cc1cc(C)n(CC(=O)NCCN2Cc3ccccc3OC(c3ccccc3F)C2)n1 (stereo unspecified)	6
COc1ccc2c3c(c(=O)oc2c1OCC(N)=O)CCCC3	-6
COc1ccc(Cn2ccc3nc(C)c(C(=O)NCc4cccc(OC)c4)cc3c2=O)cc1	-3
CC(C)CC(=O)NC1CCCCC1	6
CC(C)(C)OC(=O)CCCCCNC(=O)C(CCCN=C(N)N)NC(=O)OCc1ccccc1 (stereo unspecified)	3
C=CCNC(=O)c1ccccc1NC(=O)C(C)SCc1ccccc1 (stereo unspecified)	-8
CCCNc1ccc(-c2nc(-c3ccncc3)no2)cc1[N+](=O)[O-]	-10

Reprinted from the part before: 7 entries; new compounds follow.
SMILES	RBX1-CUL1 inh
Cc1cc(C)n(CC(=O)NCCN2Cc3ccccc3OC(c3ccccc3F)C2)n1 (stereo unspecified)	6
COc1ccc2c3c(c(=O)oc2c1OCC(N)=O)CCCC3	-6
COc1ccc(Cn2ccc3nc(C)c(C(=O)NCc4cccc(OC)c4)cc3c2=O)cc1	-3
CC(C)CC(=O)NC1CCCCC1	6
CC(C)(C)OC(=O)CCCCCNC(=O)C(CCCN=C(N)N)NC(=O)OCc1ccccc1 (stereo unspecified)	3
C=CCNC(=O)c1ccccc1NC(=O)C(C)SCc1ccccc1 (stereo unspecified)	-8
CCCNc1ccc(-c2nc(-c3ccncc3)no2)cc1[N+](=O)[O-]	-10
CC1=NC(=S)NC(c2ccc(C)cc2)C1C(=O)Nc1ccccc1 (stereo unspecified)	2
Cc1ccc(-n2nc(C(=O)N3CCN(c4cccc(C(F)(F)F)c4)CC3)c3c4ccccc4n(C)c3c2=O)cc1	-9
Cc1cccc(OCC(=O)OCc2cc(=O)n3nc(C4CC4)sc3n2)c1	10
Cc1cnc(SCCN2CCOCC2)nc1C1CCCN(C(=O)CCc2ccc3c(c2)OCO3)C1 (stereo unspecified)	6
O=S(=O)(c1ccccc1)c1nc(/C=C/c2ccccc2)oc1N1CCCCC1	6
Cc1ccccc1N=C1CC=CC=CC1=O	-14
c1csc(-c2nnc(N3CCCC3)c3ccccc23)c1	3
CCNc1cccc2c1C(=O)N(C)C2=O	-6
CCOC(=O)c1cccc(-n2c(C)cc(C=C3C(=O)c4ccccc4C3=O)c2C)c1	-6
CCCOC(=O)C(C)N1C(=O)/C(=C\c2ccc(OC)cc2)SC1=S (stereo unspecified)	-3
CC(=O)N1CCN(C(=O)c2ccc(OC3CCN(S(C)(=O)=O)CC3)c(Cl)c2)CC1	-2
CCOC(=O)N1CCN(S(=O)(=O)Cc2cccc(C)c2)CC1	10
O=C(c1ccncc1)N1CC[C@@H](N2CCN(c3ccccc3F)CC2)[C@H](O)C1	0
Cc1ccc(-n2c(C)cc(CC3=NC(=O)N(Cc4ccccc4)C3=O)c2C)c(C)c1	-1
O=C(Nc1cc(F)ccc1F)c1cc2nc(-c3ccco3)cc(C(F)(F)Cl)n2n1	-1
Cc1sc(NC(=O)CSc2nnc(-c3cccs3)n2-c2ccc(Cl)cc2)c(C#N)c1C	11
CCCCN(CC)CCCNC(=O)Cn1ncc2c3ccccc3n(Cc3ccccc3F)c2c1=O	1
COc1cc2nc(NCCc3ccc(Cl)cc3)n3nc(-c4ccccc4)nc3c2cc1OC	6
O=C1CCCc2cc(S(=O)(=O)N3CCCC(C(=O)NCc4ccc(Cl)cc4)C3)ccc2N1 (stereo unspecified)	-1
CC1CCN(Cc2nnnn2CC(=O)N2CCN(C3CCCCC3)CC2)CC1	-4
O=C(CN1CCn2c3c(c4cc(C5CCCCC5)ccc42)CCCC31)N/N=C\c1ccco1 (stereo unspecified)	5
CN(C)[C@H]1CCN(C(=O)c2cc(-c3cn[nH]c3)nc3ccc(Cl)cc23)C1	4
COc1ccc(NC(=O)CN2CCN(c3cccc(C)c3C)CC2)cc1	-6
COCC(O)CNc1ccc(-c2nc(-c3ccccc3C)no2)cn1 (stereo unspecified)	6
O=c1cc(C2CCNCC2)nc(-c2cccc(C(F)(F)F)c2)[nH]1	3

Assay outcomes deposited in PubChem by Icahn School of Medicine at Mount Sinai.
